PGC1a acetyl inh = lowers PGC1a acetylation signal in U2OS cells | AlphaScreen anti-acetyl-lysine; with virally co-expressed GCN5 acetyltransferase | AID 651687 | inhibition, % at 15.6 µM | hit rate 0.17% among 350,000;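 active means every replicate shows inhibition of at least 40%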;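 further: 0% = neutral control wells and 100% = positive control wells; some results beyond the cut were filed as inactive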
LGR2 inh = Drosophila LGR2 receptor signaling inhibition | HEK293 LGR2, CRE-luciferase, bursicon-stimulated, 4 h | inhibition, % at 9.99 µM | hit rate 0.35% among 380,000;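 active means drop in luminescence signal, shown as inhibition above about 50% in the replicate tests, limit read from the data, passing the limit was not always enough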;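 further: agonist challenge used bursicon conditioned medium at about half maximal strength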
SIRT5 inh = blocks human SIRT5 desuccinylation of peptide; Q9NXA8; Purified SirT5, succinyl-peptide AMC, trypsin-coupled fluorescence; inhibition, % at 15 µM; hit rate 1.1% among 330,000; in the data active means inhibition above about 15%
Target sequence (Q9NXA8 whole entry, looked up): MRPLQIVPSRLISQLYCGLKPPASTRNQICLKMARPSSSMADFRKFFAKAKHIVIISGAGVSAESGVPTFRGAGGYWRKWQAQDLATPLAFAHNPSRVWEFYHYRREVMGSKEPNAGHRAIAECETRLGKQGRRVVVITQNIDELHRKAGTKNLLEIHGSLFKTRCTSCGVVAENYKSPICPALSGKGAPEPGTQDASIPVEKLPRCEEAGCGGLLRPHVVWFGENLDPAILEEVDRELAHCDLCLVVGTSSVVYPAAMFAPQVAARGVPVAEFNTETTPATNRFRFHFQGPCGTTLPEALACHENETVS
S100A4 inh HTS = S100A4-myosin IIA interaction inhibition | P26447 | S100A4/TAMRA-MyoIIA peptide fluorescence polarization | inhibition, % at 10.7 µM | hit rate 0.14% among 360,000 | AID 652163;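 active means mean inhibition of at least 70% across replicates, with every replicate also reaching that level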
Target sequence (P26447 whole entry, looked up): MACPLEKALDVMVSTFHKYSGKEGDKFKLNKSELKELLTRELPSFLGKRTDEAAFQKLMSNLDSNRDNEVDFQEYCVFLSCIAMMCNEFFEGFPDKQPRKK
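Material: S100A4 monomer protein / Buffer or medium: 50 mM HEPES pH 7.2, 10 mM CaCl2, 100 mM KCl / Times: 5 min incubation before reading / Benchmarks: neutral control DMSO, positive control TFP / Reagent: labelled myosin peptide probe, 5 nM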
C2C12 statin = suppressors of simvastatin-induced myotoxicity in C2C12 myotubes; hit rate 0.78% among 330,000; ATP luminescence, 48 h; scaled: DMSO 0, geranylgeraniol control 100; rescue of ATP level, % at 7.49 µM;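 active means mean ATP rescue above about 67%, or every replicate alone reaching that limit, limit read from the data, passing the limit was not always enough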;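 further: myotubes were challenged with 10 µM simvastatin during compound exposure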
XiGFP reactiv = activators of X-chromosome reactivation in mouse fibroblasts; activation, % at 7.58 µM; XiGFP mouse fibroblasts, % GFP-positive cells imaging, 3 d; cells co-treated with 5-aza-dC sensitizer; scaled so ellipticine positive control = 100%; hit rate 0.055% among 360,000;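 active means mean normalized replicate activation at least 10% and every replicate at or above 10%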;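 further: 0% = median of on-plate neutral control wells and 100% = ellipticine 6 µM median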
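Material: XiGFP fibroblasts, SV40-immortalized. Buffer or medium: DMEM plus 5-aza-dC sensitizer. Compound: single concentration per compound, delivered by pin transfer. Times: 3 days compound exposure. Controls: ellipticine 6 µM.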
ERAP1 inh = inhibitors of human ERAP1 aminopeptidase. Q9NZ08. recombinant ERAP1, Leu-AMC fluorescence, 60 min. inhibition, % at 10.7 µM. hit rate 0.15% among 340,000. AID 652197;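 active means mean replicate inhibition of at least 30%, or all replicates individually reaching that 30% level; inactive means mean below 30% and not every replicate reaching it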;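 further: 0% = neutral control wells and 100% = L-leucinethiol positive control wells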
Cneo AK release = Cryptococcus neoformans lysis via adenylate kinase release; C. neoformans lysis, adenylate kinase release luminescence, 4 h; normalised: neutral wells 0, clomiphene wells 100; lysis activity, % at 15 µM; hit rate 0.2% among 360,000; AID 651654;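 active means mean lysis activity across replicates of at least 80%, whatever share of replicates individually reach that level; inactive means mean lysis activity below 80%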
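Schedule: static 4 h at 37 °C with compound, 1 h detection; system: C. neoformans cells; benchmarks: Clomiphene as positive control; buffer or medium: fresh YPD medium; measure: luminescence rise reflecting yeast cell lysis; measured by: luminescent adenylate kinase detection reagent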
* marks the source's active call; other numbers are inactive results; / = not tested or not shown. Some of the compounds tested, so the mix of outcomes need not match the whole.

SMILES	PGC1a acetyl inh	LGR2 inh	SIRT5 inh	S100A4 inh HTS	C2C12 statin	XiGFP reactiv	ERAP1 inh	Cneo AK release
CCOc1ccc(Nc2ccc([N+](=O)[O-])c3nonc23)cc1	/	-71	2	-1	-9	0.0	2	-1
Cc1cccc(NC(=O)c2ccc(NC(C)c3ccccc3)c([N+](=O)[O-])c2)n1 (centres undefined)	-6	-9	-3	1	-6	0.1	2	3
Cc1cc(=O)oc2c3c(cc(OCC(=O)NCC4CCC(C(=O)O)CC4)c12)OC(C)(C)CC3 (centres undefined)	8	-14	-53	2	-2	/	10	-1
CC(CCN1CCC(n2nccc2NC(=O)c2ccccc2Cl)CC1)c1ccccc1 (centres undefined)	-9	-11	-4	-8	/	-0.1	-10	0
COc1ccc(NC(=O)N(C)C[C@H]2OCCCC[C@@H](C)Oc3ccc(NC(=O)CCC(F)(F)F)cc3C(=O)N([C@@H](C)CO)C[C@H]2C)cc1	-3	12	2	-2	-7	0.6	1	-1
COc1ccccc1C(=O)N1CCC2CCN(C(=O)OC(C)(C)C)C2C1 (centres undefined)	/	23	2	-18	/	0.0	4	/
Cc1ccc(CNC(=S)Nc2ccc(OC(F)F)cc2C)cc1	/	6	-8	-1	/	0.0	1	/
CC(=O)Nc1ccc(S(=O)(=O)NNC(=O)COc2ccc(Cl)cc2Cl)cc1	-11	19	2	4	-1	0.0	3	3
CC(C)CC1Nc2ncnc(N3CCCCC3)c2N(Cc2ccc(Br)cc2)C1=O (centres undefined)	-4	17	-1	-7	-9	0.1	0	5
Cc1cccc(NC(=O)CCCc2ccccc2)c1	/	-62	0	-3	-1	0.0	-1	-4
Cc1cc2nc(-c3ccccc3)c(CC3CCCCC3)n2c(C)c1Br	/	-1	1	0	/	0.0	/	/
CC(NC(=O)CCNC(=O)c1ccc(Br)cc1)c1ccc(-n2ccnc2)cc1 (centres undefined)	/	9	-1	-4	-9	-0.8	1	-1
N#C[C@@H]1N[C@@H](CO)[C@H]1c1ccc(C#CC2CCCC2)cc1	-17	-13	-1	-2	22	0.0	2	-2
CCOC(=O)C(=O)NNc1ccccc1OC	/	-3	3	-1	/	0.1	0	/
CC=Cc1ccc2n(c1=O)C[C@@H]1[C@@H](CO)[C@H](C(=O)NCC3CC3)[C@H]2N1Cc1ccccc1F (mixture of isomers)	-8	-4	-12	1	-11	0.1	0	-1
CCn1c(CN2CCN(CCO)CC2)nc2ccccc21	/	/	-5	-1	/	-0.1	0	/
O=C(C[C@H]1CC[C@H]2[C@@H](COC[C@@H](O)CN2Cc2cccc(C(F)(F)F)c2)O1)NCCc1ccccc1	-4	13	0	-5	2	0.0	0	-1
CC(=O)OC1c2ccccc2C(=O)N1c1ccccc1C (centres undefined)	-1	0	3	2	3	0.0	1	3
COc1ccc2[nH]c(C)c(CCNC(=S)Nc3cc(C)cc(C)c3)c2c1	5	-4	-2	-4	/	0.6	-3	2
CCOC(=O)N1CCN(C(=O)c2cccn3c(=O)c4c5c(sc4nc23)CCCC5)CC1	/	4	11	0	/	0.0	-1	/
COCC#Cc1ccc2c(c1)O[C@@H](CN(C)C(=O)c1ccccc1F)[C@H](C)CN([C@H](C)CO)S2(=O)=O	-2	-7	-3	3	-10	-0.4	0	1
Clc1ccc(CSc2nnc3c(n2)[nH]c2ccccc23)cc1	0	2	-4	1	2	0.0	0	-2
NS(=O)(=O)c1ccc(CCNC(=S)NC2CCCC2)cc1	-1	-11	-1	-1	/	-0.1	-5	/
COc1ccccc1S(=O)(=O)N[C@@H]1CC[C@H](CCn2cc(C3CCCC3)nn2)O[C@H]1CO	/	-2	-2	7	/	0.2	/	/
CN(C)CCCNC(=O)CCC1CCCCC1	-8	11	/	/	-6	/	/	2
CCCN(CCC)C(=O)CC(c1ccccc1)c1cc(C)ccc1O (centres undefined)	-11	14	-2	2	13	/	0	0
CC(=O)NCC1CCCN(Cc2cn(-c3ccccc3)nc2-c2ccc3c(c2)OCO3)C1 (centres undefined)	10	1	/	6	/	-0.2	1	/
O=C(/C=C/c1cccs1)NC(=S)NNC(=O)c1ccccc1O	-5	14	-1	-4	/	0.5	2	/
N#Cc1cccc(-c2ccc([C@H]3[C@H](CO)N4CCCCN(C(=O)Nc5cccc(F)c5)C[C@@H]34)cc2)c1	-17	10	-2	1	-8	0.0	4	53
COc1ccc(CN(C)C[C@@H]2Oc3ccc(NC(=O)Nc4ccc5c(c4)OCO5)cc3CC(=O)N([C@H](C)CO)C[C@@H]2C)cc1	-4	-3	1	0	-24	0.3	-3	1
COc1ccc(CN(Cc2cccn2C)S(=O)(=O)c2ccc(C)cc2)cc1	-6	/	-3	-3	11	0.2	1	3
Cc1ccc2c(C(=O)CN3CCN(C4CCCCC4)CC3)c(C)[nH]c2c1	-31	2	/	/	-10	/	/	8
CCN(C(=O)CSc1nnc(Nc2ccccc2)s1)C1CCS(=O)(=O)C1 (centres undefined)	-7	-16	-1	-3	/	0.8	-1	/
CC1(C)CSC(=NCCc2ccccc2)N1	-5	-10	-1	-4	-14	0.2	0	1
CCc1nn(CC(=O)NCCCc2ccccc2)c(=O)c2cc3c(OC)cccc3n12	4	-1	-5	0	6	0.2	-3	-2
c1ccc(Oc2cc(-c3ccccc3)nc(-c3ccccc3)n2)cc1	/	-5	-1	-1	/	-0.1	2	/

Part of the list above in order of length of the SMILES, lowest first.
SMILES	PGC1a acetyl inh	LGR2 inh	SIRT5 inh	S100A4 inh HTS	C2C12 statin	XiGFP reactiv	ERAP1 inh	Cneo AK release
CN(C)CCCNC(=O)CCC1CCCCC1	-8	11	/	/	-6	/	/	2
CC1(C)CSC(=NCCc2ccccc2)N1	-5	-10	-1	-4	-14	0.2	0	1
NS(=O)(=O)c1ccc(CCNC(=S)NC2CCCC2)cc1	-1	-11	-1	-1	/	-0.1	-5	/
Clc1ccc(CSc2nnc3c(n2)[nH]c2ccccc23)cc1	0	2	-4	1	2	0.0	0	-2
O=C(/C=C/c1cccs1)NC(=S)NNC(=O)c1ccccc1O	-5	14	-1	-4	/	0.5	2	/
c1ccc(Oc2cc(-c3ccccc3)nc(-c3ccccc3)n2)cc1	/	-5	-1	-1	/	-0.1	2	/
COc1ccc(CN(Cc2cccn2C)S(=O)(=O)c2ccc(C)cc2)cc1	-6	/	-3	-3	11	0.2	1	3
Cc1ccc2c(C(=O)CN3CCN(C4CCCCC4)CC3)c(C)[nH]c2c1	-31	2	/	/	-10	/	/	8
CCc1nn(CC(=O)NCCCc2ccccc2)c(=O)c2cc3c(OC)cccc3n12	4	-1	-5	0	6	0.2	-3	-2
CC(=O)NCC1CCCN(Cc2cn(-c3ccccc3)nc2-c2ccc3c(c2)OCO3)C1 (centres undefined)	10	1	/	6	/	-0.2	1	/
COc1ccccc1S(=O)(=O)N[C@@H]1CC[C@H](CCn2cc(C3CCCC3)nn2)O[C@H]1CO	/	-2	-2	7	/	0.2	/	/
N#Cc1cccc(-c2ccc([C@H]3[C@H](CO)N4CCCCN(C(=O)Nc5cccc(F)c5)C[C@@H]34)cc2)c1	-17	10	-2	1	-8	0.0	4	53
COCC#Cc1ccc2c(c1)O[C@@H](CN(C)C(=O)c1ccccc1F)[C@H](C)CN([C@H](C)CO)S2(=O)=O	-2	-7	-3	3	-10	-0.4	0	1
COc1ccc(CN(C)C[C@@H]2Oc3ccc(NC(=O)Nc4ccc5c(c4)OCO5)cc3CC(=O)N([C@H](C)CO)C[C@@H]2C)cc1	-4	-3	1	0	-24	0.3	-3	1

(cont.)
SMILES	PGC1a acetyl inh	LGR2 inh	SIRT5 inh	S100A4 inh HTS	C2C12 statin	XiGFP reactiv	ERAP1 inh	Cneo AK release
COC(CNC(=O)[C@H](Cc1ccccc1)N1Cc2ccccc2C1=O)OC	4	-1	-3	2	0	0.0	0	1
O=C(NC1CCN(Cc2ccccc2)CC1)c1cccc(Br)c1	2	1	-6	-3	-22	0.0	3	4
Cc1ccc(S(=O)(=O)Cc2cc(-c3ccc(Cl)cc3)no2)cc1	-9	12	1	-4	/	-0.2	3	/
C[C@@H]1CN([C@H](C)CO)C(=O)c2cc(-c3cccnc3)cnc2O[C@@H]1CN(C)Cc1ccccc1	-2	1	/	/	7	0.6	/	/
COc1ccc(C(=O)N(CC(=O)NC(C)(C)C)c2ccc3c(c2)OCCO3)cc1OC	-9	12	/	/	-3	/	/	1
CC(C(=O)N1CCN(c2ccccc2F)CC1)c1ccc([N+](=O)[O-])cc1 (centres undefined)	-38	12	1	0	-6	0.0	0	-1
Nc1ncnc(N2CCc3ccccc32)c1[N+](=O)[O-]	24	15	-1	-20	15	0.0	-4	-1
COc1ccc(S(=O)(=O)N2CCOC23CCN(S(=O)(=O)c2c(C)cc(C)cc2C)CC3)cc1	/	-26	-2	1	7	-0.2	-1	-4
COc1cc(C(=O)OCC(=O)NC2CCCCCC2)ccc1OCC(C)C	3	10	-3	-3	-4	0.0	-1	-2
CCCC#Cc1cnc2c(c1)C(=O)N([C@H](C)CO)C[C@H](C)[C@@H](CN(C)C)O2	4	-3	7	54	-3	-0.8	2	-1
CC1(C)CC(=O)/C(=N/Nc2ccc(Cl)cc2)CO1	-10	-99	-3	0	-2	0.0	1	-3
CCn1c2ccccc2c2c3ncc4cccn4c3ccc21	10	-38	-3	-9	-40	0.4	-2	-2
COc1ccc(CN(C)C[C@@H]2Oc3c(NC(=O)Nc4ccc5c(c4)OCO5)cccc3C(=O)N([C@H](C)CO)C[C@@H]2C)cc1	/	-12	8	12	7	-0.5	-3	4
CCOc1ccccc1N1CCN(C(=O)c2cc(S(=O)(=O)N3CCCCC3)ccc2C)CC1	/	15	0	-7	-15	0.0	1	-1
Cc1ccc(NC(=O)CSc2nc(=O)n(Cc3ccncc3)c3c2CCC3)c(C)c1	2	-5	1	1	-7	0.9	3	-3
CC(C)CC#Cc1cnc2c(c1)C(=O)N([C@H](C)CO)C[C@@H](C)[C@@H](CN(C)C(=O)c1cccnc1)O2	18	-3	-3	-1	7	0.5	-1	8
O=C(COc1ccc2ccccc2c1)N[C@@H](C(=O)O)c1ccc(O)cc1	-6	-1	2	-1	-13	0.0	-4	1
O=C(COC(=O)Cc1c(Cl)cccc1Cl)NCc1ccccc1	-7	16	-3	-5	-3	0.2	-1	-1
COc1ccccc1N1CCN(C(=O)c2cc(-c3ccc(F)cc3)[nH]c2C)CC1	5	11	-1	-7	119*	0.0	2	3
CCN(CC(=O)NCC1CCCO1)S(=O)(=O)c1ccc(Cl)cc1 (centres undefined)	/	1	-3	-2	/	-0.1	6	0
O=C(COC(=O)c1ccccc1NCCO)NCCc1ccccc1	/	0	-14	1	/	0.0	-23	/
CSCCC(NC(=O)c1ccc(Cl)c([N+](=O)[O-])c1)C(=O)N1CCN(C/C=C/c2ccccc2)CC1 (centres undefined)	/	-6	-3	0	/	-0.1	2	15
COc1ccc(CCN2C(=O)N(c3ccc(OC)cc3)C(=O)C2CC(=O)Nc2ccc(OC)cc2)cc1 (centres undefined)	-11	-1	-2	6	17	-0.2	/	-2
O=C(C[C@@H]1C=C[C@H](NC(=O)c2ccc(F)cc2)[C@@H](CO)O1)NCCc1ccncc1	-15	6	5	2	-13	0.7	4	-4
